Screens as filed in PubChem.
Bfl-1 inhibitors – Bfl-1 inhibitors, primary screen, biochemical, fluorescence polarization, FITC-Bid, mouse (AID 432) | Bcl-2-related protein A1 (Mus musculus) | FITC-Bid BH3 peptide fluorescence polarization displacement; higher % means a stronger effect | displacement, % at 20 µM, or IC50 in µM where a hit was titrated | 64,000 compounds, 0.02% hits; in the data active = a potency from the dose series; inactive = the rest, 99 in 100 with displacement below about 15%; note: strong numbers were not always called active
HT1080 cytotoxicity – cytotoxicity in HT1080 fibrosarcoma cells, cell-based, fluorescence readout (AID 620). HT1080 viability, fluorescence; higher % means a stronger effect. cytotoxicity, % at 10 µM; hits with a dose series show EC50 in µM. 87,000 compounds, 0.42% hits;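 note: cells exposed to compound overnight then 4 h with Alamar Blue; 0% = vehicle DMSO and 100% = killing control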
KRASV12 cytotoxicity – cytotoxicity in KRAS-transformed pancreatic duct cells, primary screen, cell-based, fluorescence, HTS (AID 431); one-dose cytotoxicity, % at 10 µM; EC50 in µM for titrated hits; HPDE-C7K KRASV12 cells, Alamar Blue viability, 48 h; higher % means a stronger effect; 63,000 compounds, 1.7% hits;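 active = compounds whose percent cytotoxicity in the single-dose primary screen, scaled between solvent and toxic-drug controls, exceeds 50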;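 note: 0% = DMSO solvent wells and 100% = doxorubicin-treated wells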
Alkaline phosphatase – human TNAP enzyme inhibitors, biochemical, luminescent (AID 518); purified TNAP enzyme, luminescent substrate readout; higher % means a stronger effect; 64,000 compounds, 0.09% hits; Alkaline phosphatase, tissue-nonspecific isozyme (Homo sapiens); inhibition, % at 20 µM; hits with a dose series show IC50 in µM; in the data active = a potency from the dose series; inactive = the rest, 99 in 100 with inhibition below about 22%;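 note: plate controls were vehicle for no effect and reference inhibitor for full effect; many of its hits are not listed in these tables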
LYP phosphatase – LYP phosphatase inhibitors, primary screen, biochemical, DiFMUP fluorescence, recombinant catalytic domain, 10 µM (AID 606); recombinant LYP catalytic domain, DiFMUP fluorescence; higher % means a stronger effect; 52,000 tested, under 10 active; inhibition, % at 10 µM; hits with a dose series show IC50 in µM;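 active = IC50 under 40 µM in the dose-response test; inactive = IC50 of 40 µM or more, or never dose-tested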
Spn PMK inh – S. pneumoniae PMK inhibitors, primary screen, biochemical, mevalonate pathway, pilot trial included; phosphomevalonate kinase (Streptococcus pneumoniae D39); purified PMK, PK/LDH-coupled NADH absorbance 340 nm; inhibition, % at 10 µM; 65,000 compounds, 0.49% hits; AID 539, 2006;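 active = top-ranked compounds by inhibition in the single 10 µM screen, taking a fixed number of the strongest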;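 note: 0% = full reaction with DMSO carrier and 100% = background rate without enzyme reaction; no value below 0 was filed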
DPM-DC inhibit – S. pneumoniae DPM-DC inhibitors, primary screen, biochemical, PK/LDH-coupled NADH fluorescence | 65,000 compounds, 0.49% hits | calls only at 10 µM | purified DPM-DC | diphosphomevalonate decarboxylase (Streptococcus pneumoniae D39);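 active = the 320 compounds with the highest percent inhibition in the single-dose primary screen, excluding strongly autofluorescent ones, cut at about 32% in these data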;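 note: kinetic rate of NADH fluorescence loss reporting ADP formed by the decarboxylase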
HPDE-C7 cytotoxicity – cytotoxicity in HPDE-C7 cells, cell-based, fluorescence, HTS (AID 430); HPDE-C7 pancreatic duct cells viability, fluorescence; higher % means a stronger effect; cytotoxicity, % at 10 µM, or EC50 in µM where a hit was titrated; 63,000 compounds, 1.8% hits;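 note: cells exposed to compound for 48 hours before viability readout; 0% = vehicle and 100% = reference cytotoxic drug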
MK inhibit – S. pneumoniae MK inhibitors, primary screen, biochemical, PK/LDH-coupled NADH absorbance | purified MK, PK/LDH-coupled NADH absorbance 340 nm | inhibition, % at 10 µM | 65,000 compounds, 0.48% hits;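 active = ranked among the strongest by inhibition in the single 10 µM screen, a fixed top-ranked set picked for dose follow-up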; note: no value below 0 was filed
Spn PMK inh pilot replicates – second read-out of Spn PMK inh, no call of its own (marks repeat the call); inhibition, %; measured here: pilot screen replicates
MK inhibit pilot replicates – further read-out of MK inhibit, marked with its call; inhibition, %; measured here: pilot screen replicates
DPM-DC inhibit pilot screen % – also measured in DPM-DC inhibit; calls as there; inhibition, %; measured here: pilot screen trials
The depositor's hits bear a star; i = inactive; · = no result given. Cut-off read from the data, not from the text of the source, unless noted: active = cytotoxicity above about 50%; inactive = the rest.

SMILES	Bfl-1 inhibitors	HT1080 cytotoxicity	KRASV12 cytotoxicity	Alkaline phosphatase	LYP phosphatase	Spn PMK inh	DPM-DC inhibit	HPDE-C7 cytotoxicity	MK inhibit	others
CCOC(=O)c1ccc(-c2c(C(=O)OCC)oc3cc(O)c(CC)cc3c2=O)o1	-11%	6%	8%	6%	-13%	11	i	-20%	10	Spn PMK inh pilot replicates=3.0;MK inhibit pilot replicates=0.0;DPM-DC inhibit pilot screen %=1.5
COc1cc2ccccc2cc1-c1nnc(COc2ccccc2)o1	5%	-12%	-3%	4%	3%	9	i	-3%	3
COc1ccccc1Nc1nc(N)nc(CSc2nnc(C)s2)n1	-4%	1%	2%	7%	-2%	4	i	0%	11
COc1cccc(CN(CC(=O)NCC2CCCO2)C(=O)CCC(=O)Nc2cc(C)on2)c1 (stereo not given)	-9%	19%	4%	1%	-9%	13	i	-6%	4
Cc1oc(C(C)(C)C)cc1C(=O)Nc1ccc2c(c1)OCCO2	3%	23%	-2%	14%	·	18	i	-7%	6
COc1ccc(Cc2nnc(SCc3c(C)noc3C)n2C2CCCCC2)cc1OC	-3%	-3%	6%	6%	15%	9	i	2%	3
CCOC(=O)CNC(=O)CSc1nc2sc(C)c(C)c2c(=O)n1C	-2%	-6%	-2%	13%	5%	0	i	-4%	7
COc1ccc(-c2cn3c(C)c(C(=O)N4CCCc5ccccc54)sc3n2)cc1	-7%	5%	21%	2%	0%	4	i	32%	2
COc1cc(OC)cc(-c2cc3nc(C)c(CCC(=O)NC(C)CCc4ccco4)c(C)n3n2)c1 (stereo not given)	19%	-2%	7%	4%	·	3	i	-8%	5
Nc1c(-c2ccc(Cl)cc2)nnn1-c1ccccc1	-7%	7%	-6%	6%	·	4	i	-10%	6
Cc1ccc(C(=O)CSc2ccccn2)cc1	-8%	-3%	-12%	8%	·	7	i	-7%	13
O=C(Cc1ccc(Cl)cc1)Nc1ccc(N2CCN(C(=O)c3ccco3)CC2)cc1	-3%	-4%	0%	9%	-4%	0	i	0%	9
COc1ccc(F)cc1CN1CCN(c2cc(C)nc3c4c(C)cc(C)nc4nn23)CC1	-1%	-14%	-3%	4%	8%	6	·	10%	1
Cc1cc(C)c2c(CN3CCN(C)CC3)cc(=O)oc2c1	-9%	2%	10%	1%	·	13	i	-8%	14
O=C(NCCN1CCc2ccccc2C1)C1CCN(S(=O)(=O)N2CCCCC2)CC1	-6%	-2%	7%	11%	·	12	i	-4%	0
CCOC(=O)N1CCC(NC(=O)CSCc2nc(-c3cccc(OC)c3)oc2C)CC1	-2%	2%	-14%	12%	-1%	15	i	7%	5	Spn PMK inh pilot replicates=6.0;MK inhibit pilot replicates=7.0;DPM-DC inhibit pilot screen %=1.0
CCN(CC)CCNC(=O)c1c(C)oc2cc(Br)c(OC)cc12	7%	7%	15%	6%	·	5	i	2%	1
CCOC(=O)N1CCN(C(=O)Cn2ncn3nc(-c4cccs4)cc3c2=O)CC1	0%	-9%	-7%	9%	4%	4	i	-8%	0	Spn PMK inh pilot replicates=0.5;MK inhibit pilot replicates=0.0;DPM-DC inhibit pilot screen %=3.0
Cc1oc(C)c(C(N)=O)c1C(N)=O	-9%	-15%	-5%	7%	·	10	i	-8%	2
CCCCOc1ccccc1NC(=O)CC1Nc2ccccc2NC1=O (stereo not given)	3%	-6%	5%	3%	7%	0	i	-9%	7
Cc1nn(Cc2ccccc2Cl)c(C)c1C(=O)NCc1ccco1	0%	2%	-5%	3%	14%	18	i	-13%	5
CCc1nnc(NCn2nc(C)cc2C)s1	1%	·	2%	6%	·	2	i	5%	8
O=C(CN1C(=O)COc2ccc(Cl)cc21)Nc1ccc2c(c1)OCCO2	-9%	0%	-13%	10%	-26%	4	i	-1%	8
O=C(CSc1nc(-c2ccccc2)cc(=O)[nH]1)N1CCc2ccccc21	9%	10%	2%	8%	-21%	0	i	4%	2
O=C(CCc1ccccc1)N1CCN(CCO)CC1	-1%	-4%	2%	8%	6%	2	i	5%	5

13 entries from above, arranged by SMILES length, rising.
SMILES	Bfl-1 inhibitors	HT1080 cytotoxicity	KRASV12 cytotoxicity	Alkaline phosphatase	LYP phosphatase	Spn PMK inh	DPM-DC inhibit	HPDE-C7 cytotoxicity	MK inhibit	others
Cc1ccc(C(=O)CSc2ccccn2)cc1	-8%	-3%	-12%	8%	·	7	i	-7%	13
Cc1cc(C)c2c(CN3CCN(C)CC3)cc(=O)oc2c1	-9%	2%	10%	1%	·	13	i	-8%	14
Cc1nn(Cc2ccccc2Cl)c(C)c1C(=O)NCc1ccco1	0%	2%	-5%	3%	14%	18	i	-13%	5
CCN(CC)CCNC(=O)c1c(C)oc2cc(Br)c(OC)cc12	7%	7%	15%	6%	·	5	i	2%	1
Cc1oc(C(C)(C)C)cc1C(=O)Nc1ccc2c(c1)OCCO2	3%	23%	-2%	14%	·	18	i	-7%	6
CCOC(=O)CNC(=O)CSc1nc2sc(C)c(C)c2c(=O)n1C	-2%	-6%	-2%	13%	5%	0	i	-4%	7
COc1ccc(Cc2nnc(SCc3c(C)noc3C)n2C2CCCCC2)cc1OC	-3%	-3%	6%	6%	15%	9	i	2%	3
O=C(CSc1nc(-c2ccccc2)cc(=O)[nH]1)N1CCc2ccccc21	9%	10%	2%	8%	-21%	0	i	4%	2
COc1ccc(-c2cn3c(C)c(C(=O)N4CCCc5ccccc54)sc3n2)cc1	-7%	5%	21%	2%	0%	4	i	32%	2
CCOC(=O)c1ccc(-c2c(C(=O)OCC)oc3cc(O)c(CC)cc3c2=O)o1	-11%	6%	8%	6%	-13%	11	i	-20%	10	Spn PMK inh pilot replicates=3.0;MK inhibit pilot replicates=0.0;DPM-DC inhibit pilot screen %=1.5
COc1ccc(F)cc1CN1CCN(c2cc(C)nc3c4c(C)cc(C)nc4nn23)CC1	-1%	-14%	-3%	4%	8%	6	·	10%	1
COc1cccc(CN(CC(=O)NCC2CCCO2)C(=O)CCC(=O)Nc2cc(C)on2)c1 (stereo not given)	-9%	19%	4%	1%	-9%	13	i	-6%	4
COc1cc(OC)cc(-c2cc3nc(C)c(CCC(=O)NC(C)CCc4ccco4)c(C)n3n2)c1 (stereo not given)	19%	-2%	7%	4%	·	3	i	-8%	5

(listing goes on)
SMILES	Bfl-1 inhibitors	HT1080 cytotoxicity	KRASV12 cytotoxicity	Alkaline phosphatase	LYP phosphatase	Spn PMK inh	DPM-DC inhibit	HPDE-C7 cytotoxicity	MK inhibit	others
CC(C)(C)Cc1nnc(NS(=O)(=O)c2ccc(F)cc2)s1	-3%	2%	-2%	10%	9%	3	i	-4%	1
C=CCN1C(=O)/C(=C2\SC(N3CCOCC3)=NC2=O)c2cc(Br)ccc21	-8%	14%	-4%	23%	1%	2	i	-5%	0	Spn PMK inh pilot replicates=1.5;MK inhibit pilot replicates=5.0;DPM-DC inhibit pilot screen %=0.0
Cc1ccc(CNC(=O)CSc2nc(N3CCCCC3)nc(N3CCCCC3)n2)cc1	4%	-11%	15%	26%	11%	2	i	44%	6
O=C(CCCn1c(=O)[nH]c2ccsc2c1=O)N1CCCCC1	-2%	37%	-5%	7%	3%	0	i	2%	7
Cc1cc(C)n2nc(-c3cccnc3)nc2n1	-9%	6%	2%	13%	14%	3	i	-1%	5
O=S1(=O)CCN2C(=N1)Sc1c2ccc2c1CCCC2	6%	-1%	-5%	13%	5%	22	i	2%	7
CCCCC(CC)CNC(=O)c1[nH]c(C)c(C(C)=O)c1C (stereo not given)	1%	-1%	-19%	7%	4%	8	i	-16%	6
CC1(C)OC(=O)C(=CNCC(O)c2ccccc2)C(=O)O1 (stereo not given)	-5%	-1%	4%	10%	·	2	i	10%	5
O=C(Nc1c(C(=O)Nc2cccc(F)c2)oc2ccccc12)c1ccc2c(c1)OCO2	-2%	7%	26%	17%	·	6	·	40%	0
CCC1CCCCN1CCNS(=O)(=O)c1ccc2c(c1)oc(=O)n2C (stereo not given)	-5%	4%	4%	15%	6%	17	i	-6%	1	Spn PMK inh pilot replicates=1.5;MK inhibit pilot replicates=4.0;DPM-DC inhibit pilot screen %=2.0
CCOC(=O)C(C)Sc1ccc2nnc(-c3ccc(F)cc3)n2n1 (stereo not given)	-5%	-7%	1%	5%	-4%	15	i	8%	0
CCc1nnc(NC(=O)c2ccc(NS(=O)(=O)c3ccccc3)cc2)s1	-3%	·	-18%	9%	2%	0	i	-13%	6
N=c1c2c(n(Cc3ccc(Cl)c(Cl)c3)c3c1CCC3)CCCC2	2%	20%	49%	-7%	7%	12	i	64%*	4
COc1cccc(N2CCN(c3c4c(nc5ncnn35)CCC4)CC2)c1	5%	-4%	8%	4%	4%	3	i	-2%	8	Spn PMK inh pilot replicates=3.5;MK inhibit pilot replicates=0.0;DPM-DC inhibit pilot screen %=2.0
COc1ccc(Oc2coc3c(CN(C)C)c(O)ccc3c2=O)cc1	2%	-5%	2%	2%	8%	19	·	-1%	9
Cc1cccc(C)c1OCC(O)CN (stereo not given)	-8%	10%	7%	3%	3%	10	i	6%	0
O=C(CN1CCN(c2ccc(F)cc2)CC1)c1ccc2c(c1)OCO2	-9%	36%	10%	4%	-2%	11	i	6%	3
CCOC(=O)C1CCCN(C(=O)c2ccc(CS(=O)(=O)c3ccc(C)cc3)o2)C1 (stereo not given)	7%	-2%	-20%	4%	-37%	4	i	-10%	0
Cc1cccc(NC(=O)Cn2cnc3sc(C)c(S(=O)(=O)N4CCC(C)CC4)c3c2=O)n1	-4%	10%	-12%	5%	11%	6	i	-18%	14
O=C1C2C(C(=O)N1Cc1cccnc1)C1C=CC2C12CC2 (stereo not given)	-5%	2%	-1%	8%	-2%	6	i	1%	11
CCN(CC)CC(=O)Nc1c(Br)ccc2c1OCO2	-10%	-5%	·	10%	26%	15	i	·	8
CN(Cc1ccccc1)c1nc2c(c(=O)[nH]c(=O)n2C)n1CCSc1nc2ccccc2[nH]1	-3%	12%	10%	17%	·	3	i	-2%	9
COc1cccc(CNC(=O)Cn2c(=O)oc3ccccc32)c1OC	4%	-4%	4%	17%	-5%	3	i	-4%	2	Spn PMK inh pilot replicates=4.5;MK inhibit pilot replicates=3.0;DPM-DC inhibit pilot screen %=0.5
N#Cc1nc(COc2cccc(Cl)c2)oc1N1CCCC1	4%	5%	0%	8%	12%	0	i	-14%	4
COc1ccc(CNc2nc3c(c(=O)[nH]c(=O)n3C)n2CCCc2ccccc2)cc1	5%	8%	0%	9%	·	13	i	0%	0
